Screening results (PubChem)
WT yeast gro inh: growth inhibition of WT yeast, mitochondrial fusion screen; inhibition, % at 10 µM; 2.1% of 190,000 active; mitochondrial fusion phenotypic screen, WT strain; AID 1362; in the data active means inhibition above about 58%; tested in S. cerevisiae
RSV CPE inhibition: RSV antiviral activity via CPE protection, HEp-2 cells, primary 10 µM value included (AID 2391); 0.13% of 310,000 active; one-dose CPE inhibition, % at 10 µM; IC50 in µM for titrated hits; HEp-2 cells, RSV-induced CPE inhibition; higher % means a stronger effect; in the data active means a potency from the dose series; inconclusive means CPE inhibition mostly from about 23% at the one dose, without a potency; inactive means the rest, 99 in 100 with CPE inhibition below about 21%; further: strong numbers were not always called active
West Nile virus CPE: West Nile virus antiviral activity, cell-based, CPE readout (AID 1621); West Nile virus-infected cells, CPE inhibition; higher % means a stronger effect; CPE inhibition, % at 10 µM, or IC50 in µM where a hit was titrated; 0.02% of 290,000 active; in the data active means a potency from the dose series; inconclusive means CPE inhibition mostly from about 3.7% at the one dose, without a potency; inactive means the rest, 99 in 100 with CPE inhibition below about 2.2%; further: strong numbers were not always called active
PhoP inhibition: inhibitors of PhoP regulon expression, primary screen, Salmonella Typhimurium, GFP reporter (AID 1863). inhibition, % at 50 µM; hits with a dose series show IC50 in µM. 0.16% of 300,000 active. S. Typhimurium PhoP-regulated promoter GFP reporter, 4 h; higher % means a stronger effect;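 active means inhibition over 29.93%, a cutoff 3 SD above the screen mean, later confirmed by dose response; inconclusive means inhibition over 29.93% but no dose response follow-up; inactive means inhibition at most 29.93% or unconfirmed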;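 further: 0% = low Mg2+ inducing control and 100% = high Mg2+ repressing control; strong numbers were not always called active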
Large T inhibition: TAg ATPase/helicase activity blockers – biochemical (AID 1903) | SV40 large T antigen ATPase/helicase inhibition assay; higher % means a stronger effect | inhibition, % at 20 µM; hits with a dose series show IC50 in µM | 0.39% of 310,000 active; in the data active means a potency from the dose series; inconclusive means inhibition mostly from about 32% at the one dose, without a potency; inactive means the rest, 99 in 100 with inhibition below about 32%; further: strong numbers were not always called active
T cell HTS: T cell immune modulation candidate. 2C CD8+ T cell-vesicle binding, flow cytometry; active compounds read low. calls only at 7 µM. 0.068% of 330,000 active;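 active means response, share of CD8 T cells binding vesicles, and their 90th percentile fluorescence all below set limits, cut at about 80% in these data, passing the limit was not always enough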
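System: murine 2C transgenic CD8+ T lymphocytes; also added: QL9-loaded Drosophila micro-vesicles; times: binding 1.5 h at 37 °C; measured by: flow cytometry, PE anti-B7-1 (FL2) versus Alexa647 anti-CD8 (FL8), PFA-fixed; control set: Peptide-free naked vesicles (low) and QL9 vesicles with 0.7% DMSO vehicle (high)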
bCat nuc transl: alters nuclear translocation of beta-catenin in HeLa cells | AID 1665 | nuclear translocation activity, % at 5 µM | 0.3% of 190,000 active | immunofluorescence imaging;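 active means nuclear translocation activity above 50% at 5 µM, with a well cell count of 50 or more; inconclusive means wells under 50 cells across six images, flagged as toxic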;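 further: per-cell ratio of nuclear to cytoplasmic median beta-catenin stain intensity; plate controls were DMSO negative control for no effect and GSK-3 inhibitor IX positive control for full effect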
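Test system: HeLa cells, endogenous beta-catenin; Compound: single 5 µM dose plus 0.02–20 µM confirmation series; Times: compound exposure 24 h at 37°C; Signal: fluorescence imaging of beta-catenin antibody stain plus DAPI; Read-out: % activation, nuclear-to-cytoplasmic median beta-catenin signal ratio per cell.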
Myeloid diff 2: promotes myeloid progenitor differentiation; ER-HoxA9 myeloid progenitors, lysozyme-GFP differentiation, flow cytometry; calls only at 10 µM; 1% of 360,000 active;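 active means normalized GFP-positive differentiation at or above the plate's own cutoff, the solvent-only control mean plus 3 SD; inconclusive means no clear call, values can overlap the other calls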;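 further: cells exposed to compound for four days before flow analysis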
Rac1 GTP hydrolysis: MgcRacGAP GTPase-activating activity inhibitors, confirmation, biochemical, ADP Hunter fluorescence. 0.6% of 340,000 active. MgcRacGAP-stimulated Rac1 GTP hydrolysis, ADP Hunter fluorescence; higher % means a stronger effect; GST-tagged Rac1 F28L mutant substrate. inhibition, % at 30 µM, or IC50 in µM where a hit was titrated. AID 624330;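 active means first-screen hits whose inhibition reached a set limit at any dose in the follow-up dose series; inconclusive means inhibition above the set first-screen limit but never retested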;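 further: fluorescence reports GDP produced by GAP-driven GTP hydrolysis; strong numbers were not always called active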
WT yeast gro inh mutant strain: further read-out of WT yeast gro inh, marked with its call; inhibition, %; mitochondrial fusion phenotypic screen, mutant strain inhibition
bCat nuc transl cell count 5 µM: recorded beside bCat nuc transl, whose call it bears; cell count; measured here: cell count, cytotoxicity flag
T cell HTS vesicle-bound %: recorded beside T cell HTS, whose call it bears; double positive events, %; measured here: CD8+ vesicle-bound cell fraction;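 binding gate set so that unloaded-vesicle control wells show 10% double positive cells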
Myeloid diff 2 GFP+ MAC1+ %: second read-out of Myeloid diff 2, no call of its own (marks repeat the call); GFP+ MAC1+ double positive, %; measured here: differentiation confirmed by MAC1 staining
* marks the source's active call; other numbers are inactive results; i = inactive; ? = inconclusive; . = no result given.

1: C=CCn1c2ccccc2c2nnc(SCc3[nH]c(=O)[nH]c3C(=O)CCCCC(=O)OCC)nc21
2: CC(Sc1nc(-c2ccccc2)cc(C(F)(F)F)n1)C(=O)Nc1sc2c(c1C(N)=O)CCC2 (centres undefined)
3: COc1ccccc1C(=O)N(Cc1ccco1)C1CCS(=O)(=O)C1 (centres undefined)
4: CC(=O)c1ccc(OCCCCCCCOc2ccc(C(C)=O)cc2)cc1
5: COc1ccc(CCNC(=O)CN(C)S(=O)(=O)c2ccc(Br)s2)cc1OC
6: O=C1NN=C(c2ccccc2)CC1c1ccc(Cl)cc1Cl (centres undefined)
7: CC(C)C(=O)Nc1nnc(CCN2CCCCC2)s1
8: CN(C)/C=C(\C=N\OCc1ccc(Cl)cc1Cl)C(=O)Nc1ccc(Cl)c(Cl)c1
entry no. | 1 | 2 | 3 | 4 | 5 | 6 | 7 | 8
WT yeast gro inh | -8 | -3 | 18 | . | 11 | -6 | 18 | 84*
WT yeast gro inh mutant strain | -6 | -14 | 9 | . | 5 | -1 | 13 | 55*
RSV CPE inhibition | 38% | 3.6% | 0.5% | 1.2% | 3.3% | 0.9% | -2.2% | 0.8%
West Nile virus CPE | -0.8% | -0.3% | 0.1% | -0.7% | -1.2% | -0.8% | -0.4% | -0.4%
PhoP inhibition | -1% | 4% | -7% | 0% | 5% | 6% | 0% | 2%
Large T inhibition | 12% | 3% | 0% | -3% | -4% | 6% | 6% | 9%
T cell HTS | i | i | i | i | i | i | i | i
T cell HTS vesicle-bound % | 32 | 35 | 32 | 14 | 4 | 50 | 29 | 46
bCat nuc transl | 3.2 | . | 1.0 | . | -1.3 | 0.5 | . | -1.5
bCat nuc transl cell count 5 µM | 833 | . | 1246 | . | 518 | 1133 | . | 1114
Myeloid diff 2 | i | i | i | i | i | i | i | i
Myeloid diff 2 GFP+ MAC1+ % | 2.2 | 0.2 | 0.8 | 0.6 | 0.4 | 0.2 | 0.8 | 1.2
Rac1 GTP hydrolysis | 5% | 7% | 9% | 9% | 3% | 2% | 7% | 5%

9: CC(=O)Nc1ccc(S(=O)(=O)NC2(C(F)(F)F)NC(=O)N(c3ccc(C)cc3)C2=O)cc1 (centres undefined)
10: CC(C)(C)N1CSC(=S)N(Cc2ccccc2)C1
11: C[n+]1cccc(C(=O)[O-])c1
12: CCCn1c(=O)c(C(=O)Nc2ccccc2C(=O)OC)c(O)c2ccccc21
13: CC1=Nn2c(nnc2-c2cc(-c3ccccc3)n[nH]2)SC1
14: COc1ccccc1C1=CC(=O)C[C@H](c2ccc3c(c2)OCO3)C1
15: Oc1ccc2ccccc2c1/C=N/n1cnnc1
16: CCOC(=O)c1sc(N)c(C#N)c1COC(=O)CNC(=O)c1cc(OC)c(OC)c(OC)c1
entry no. | 9 | 10 | 11 | 12 | 13 | 14 | 15 | 16
WT yeast gro inh | . | 1 | . | -19 | -2 | . | -1 | 16
WT yeast gro inh mutant strain | . | -5 | . | -12 | -6 | . | 0 | -2
RSV CPE inhibition | 0.2% | 0.4% | 1.1% | 2.5% | 1.3% | 0.7% | ? | 1.9%
West Nile virus CPE | -0.4% | -0.5% | . | -0.2% | 1.2% | . | 0.2% | 1.5%
PhoP inhibition | 5% | 10% | 4% | -7% | -8% | . | -3% | -2%
Large T inhibition | 1% | 1% | 20% | 7% | 9% | . | 16% | -1%
T cell HTS | i | i | i | i | i | i | i | i
T cell HTS vesicle-bound % | 36 | 48 | 62 | 31 | 27 | 17 | 33 | 24
bCat nuc transl | . | -2.5 | . | -5.9 | -0.9 | . | 0.0 | .
bCat nuc transl cell count 5 µM | . | 1089 | . | 973 | 1124 | . | 1189 | .
Myeloid diff 2 | i | i | i | i | i | i | i | i
Myeloid diff 2 GFP+ MAC1+ % | 0.4 | 0.0 | 0.8 | 0.5 | 0.9 | 0.8 | 0.5 | 0.9
Rac1 GTP hydrolysis | 6% | 12% | 1% | -17% | -3% | 10% | 7% | 6%

A draw from above in order of molar mass, ascending:
11: C[n+]1cccc(C(=O)[O-])c1
15: Oc1ccc2ccccc2c1/C=N/n1cnnc1
10: CC(C)(C)N1CSC(=S)N(Cc2ccccc2)C1
7: CC(C)C(=O)Nc1nnc(CCN2CCCCC2)s1
6: O=C1NN=C(c2ccccc2)CC1c1ccc(Cl)cc1Cl (centres undefined)
12: CCCn1c(=O)c(C(=O)Nc2ccccc2C(=O)OC)c(O)c2ccccc21
8: CN(C)/C=C(\C=N\OCc1ccc(Cl)cc1Cl)C(=O)Nc1ccc(Cl)c(Cl)c1
9: CC(=O)Nc1ccc(S(=O)(=O)NC2(C(F)(F)F)NC(=O)N(c3ccc(C)cc3)C2=O)cc1 (centres undefined)
16: CCOC(=O)c1sc(N)c(C#N)c1COC(=O)CNC(=O)c1cc(OC)c(OC)c(OC)c1
entry no. | 11 | 15 | 10 | 7 | 6 | 12 | 8 | 9 | 16
WT yeast gro inh | . | -1 | 1 | 18 | -6 | -19 | 84* | . | 16
WT yeast gro inh mutant strain | . | 0 | -5 | 13 | -1 | -12 | 55* | . | -2
RSV CPE inhibition | 1.1% | ? | 0.4% | -2.2% | 0.9% | 2.5% | 0.8% | 0.2% | 1.9%
West Nile virus CPE | . | 0.2% | -0.5% | -0.4% | -0.8% | -0.2% | -0.4% | -0.4% | 1.5%
PhoP inhibition | 4% | -3% | 10% | 0% | 6% | -7% | 2% | 5% | -2%
Large T inhibition | 20% | 16% | 1% | 6% | 6% | 7% | 9% | 1% | -1%
T cell HTS | i | i | i | i | i | i | i | i | i
T cell HTS vesicle-bound % | 62 | 33 | 48 | 29 | 50 | 31 | 46 | 36 | 24
bCat nuc transl | . | 0.0 | -2.5 | . | 0.5 | -5.9 | -1.5 | . | .
bCat nuc transl cell count 5 µM | . | 1189 | 1089 | . | 1133 | 973 | 1114 | . | .
Myeloid diff 2 | i | i | i | i | i | i | i | i | i
Myeloid diff 2 GFP+ MAC1+ % | 0.8 | 0.5 | 0.0 | 0.8 | 0.2 | 0.5 | 1.2 | 0.4 | 0.9
Rac1 GTP hydrolysis | 1% | 7% | 12% | 7% | 2% | -17% | 5% | 6% | 6%

(listing goes on)
17: Cc1c(N=Cc2ccc(Cl)o2)c(=O)n(-c2ccccc2)n1C
18: Cc1nnc(SCc2ccccc2CSc2nnc(C)s2)s1
19: C/C(N)=C(/C#N)C(=O)CSc1cc(Cl)ccc1Cl
20: CC(=O)c1c(C(C)=O)c(C)n(-c2cccc3cccnc23)c1C
21: Cc1ccc(C2=NNC(C(O)C(O)C(O)C(C)O)S2)cc1 (centres undefined)
22: CCOC(=O)N1CCC(NC(=O)CN2C(=O)CSc3nc(C)cc(C)c32)CC1
23: Cc1ccc2nc(SCC(=O)Nc3cccc(F)c3)nc(=O)n2c1
entry no. | 17 | 18 | 19 | 20 | 21 | 22 | 23
WT yeast gro inh | 4 | 6 | -6 | 11 | -4 | 1 | .
WT yeast gro inh mutant strain | -3 | -17 | -18 | 9 | 4 | 9 | .
RSV CPE inhibition | -0.4% | 1.7% | 2.4% | -0.4% | 0.0% | 0.1% | 0.2%
West Nile virus CPE | 1.4% | -0.2% | -1.4% | -1.0% | 0.2% | . | .
PhoP inhibition | 5% | 10% | 6% | 4% | -2% | -1% | -2%
Large T inhibition | 19% | 18% | 7% | -11% | 8% | 0% | 9%
T cell HTS | i | i | i | i | i | i | i
T cell HTS vesicle-bound % | 34 | 42 | 28 | 26 | 44 | 40 | 14
bCat nuc transl | -0.6 | 1.2 | 2.0 | 0.2 | . | -6.5 | .
bCat nuc transl cell count 5 µM | 1318 | 1089 | 869 | 923 | . | 1189 | .
Myeloid diff 2 | i | i | i | i | i | i | i
Myeloid diff 2 GFP+ MAC1+ % | 5.1 | 0.3 | 1.6 | 0.7 | 0.7 | 4.1 | 1.1
Rac1 GTP hydrolysis | 15% | 8% | 13% | 0% | 3% | -6% | 8%
